# CHO-K1 Ca antag: counter-screen for M1 antagonists: effect in parental CHO-K1 cells; inhibition, % at 3 µM; ATP-induced calcium, Fluo-8 fluorescence; hit rate 0.6% among 360,000; AID 602250;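 active means inhibition above a per-plate cutoff, the plate's mean sample inhibition plus 3 SD, cut at about 24% in these data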;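 further: 0% = DMSO plus EC80 ATP and 100% = DMSO alone without ATP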
# M1 PAM parental: nonselective calcium activators in parental CHO-K1 cells, primary screen, counter-screen for M1 PAM project, cell-based, Fluo-8 calcium fluorescence, full deck, 1536-well. ATP EC20; 0% at ATP EC20, 100% at ATP max. hit rate 0.02% among 360,000. AID 602247, 2012. activation, % at 3 µM;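 active means activation above the run cutoff, the mean activation of all test compounds plus 3 SD, cut at about 40% in these data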;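 further: peak over basal fluorescence ratio in a 140 s read after ATP addition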
# M1 antag: human M1 muscarinic receptor antagonists, primary screen, CHO-K1 cells, Fluo-8 calcium fluorescence, 1536-well. hit rate 1.3% among 360,000. Muscarinic acetylcholine receptor M1 (Homo sapiens), P11229. inhibition, % at 3 µM. CHO-K1 hM1, ACh EC80 antagonist;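 active means percent inhibition above its own plate's cutoff, namely the mean of that plate's compound wells plus 3 SD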;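 further: peak over basal fluorescence ratio during 140 s after agonist addition; 0% = ACh EC80 plus DMSO and 100% = DMSO alone without agonist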
# Target sequence (P11229 whole entry, looked up): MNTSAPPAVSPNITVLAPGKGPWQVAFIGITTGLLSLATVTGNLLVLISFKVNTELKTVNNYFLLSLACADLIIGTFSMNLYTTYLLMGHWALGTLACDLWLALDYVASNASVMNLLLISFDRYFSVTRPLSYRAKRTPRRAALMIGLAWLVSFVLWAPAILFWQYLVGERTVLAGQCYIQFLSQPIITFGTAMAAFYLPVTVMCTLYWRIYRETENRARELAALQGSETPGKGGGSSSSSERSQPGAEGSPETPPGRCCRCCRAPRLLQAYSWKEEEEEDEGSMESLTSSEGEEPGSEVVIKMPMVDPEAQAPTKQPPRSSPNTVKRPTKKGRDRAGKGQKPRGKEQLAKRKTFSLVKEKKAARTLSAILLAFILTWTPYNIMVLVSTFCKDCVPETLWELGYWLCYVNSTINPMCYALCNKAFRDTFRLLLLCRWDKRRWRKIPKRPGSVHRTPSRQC
# TAAR1 ag: human TAAR1 agonists, primary screen, Fluo-8 calcium fluorescence, CHO RD-HGA16 cells; AID 624467, 2012; vehicle wells 0%, saturating PEA agonist 100%; Trace amine-associated receptor 1 (Homo sapiens), Q96RJ0; hit rate 0.99% among 360,000; activation, % at 3 µM;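 active means activation above the mean activation of all test compounds in the run plus 3 SD, cut at about 38% in these data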
#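 System: CHO-derived RD-HGA16 cells with stable Gα16 and human TAAR1. Times: 17-24 h plating, Fluo-8 75 min 37 °C, 30 min RT. Measured by: calcium-sensitive Fluo-8 signal, excitation 470-495, emission 515-575 nm. Read-out basis: % activation relative to PEA EC100 response. Control set: DMSO and PEA EC100. Repeats: no replicates (n 1).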
# CHO-K1 Ca ag: counter-screen for M1 agonists: effect in parental CHO-K1 cells; hit rate 0.48% among 360,000; activation, % at 3 µM; Fluo-8 calcium fluorescence; scaled to maximal ATP response, vehicle zero; AID 602248, 2012; in the data active means activation above about 15%;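 further: untransfected CHO-K1 host cells lacking M1 receptor as counterscreen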
# OXTR potentiate: human OXTR potentiators, primary screen, fluorescence, CHO-OTR cells, Fluo-8 calcium | activation, % at 3 µM | Fluo-8 calcium fluorescence, potentiator mode; 0% = oxytocin EC15, 100% = EC100 | AID 2445, 2010 | Oxytocin receptor (Homo sapiens), P30559 | hit rate 0.061% among 320,000;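 active means activation above that plate's cutoff, the mean activation of tested compounds plus 3 SD, cut at about 6.6% in these data, passing the limit was not always enough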;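 further: 100% uses oxytocin at 75 nM as the full agonist control; some results filed as inactive read as strong as hits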
# Target sequence (P30559 whole entry, looked up): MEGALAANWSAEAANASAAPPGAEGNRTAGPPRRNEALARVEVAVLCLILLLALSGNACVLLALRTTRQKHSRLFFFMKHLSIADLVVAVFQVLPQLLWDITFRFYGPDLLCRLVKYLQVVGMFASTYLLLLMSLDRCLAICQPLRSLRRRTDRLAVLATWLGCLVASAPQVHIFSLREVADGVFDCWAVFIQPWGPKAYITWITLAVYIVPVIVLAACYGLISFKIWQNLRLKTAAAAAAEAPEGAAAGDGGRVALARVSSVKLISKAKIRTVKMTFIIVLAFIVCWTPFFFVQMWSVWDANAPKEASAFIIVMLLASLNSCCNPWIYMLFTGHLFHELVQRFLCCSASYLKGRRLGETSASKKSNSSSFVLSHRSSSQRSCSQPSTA
#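 Assay system: CHO cell line stably expressing human OTR. Reagent: EC15 oxytocin agonist. Dosing: single dose, 3.0 µM nominal final compound concentration. Timing: compound 6 min at room temperature before oxytocin, 100 s read. Signal: kinetic Fluo-8 calcium fluorescence. Controls: oxytocin EC15 low and EC100 high.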
# TAAR1 antagonist: human TAAR1 antagonists, primary screen, Fluo-8 calcium fluorescence, CHO RD-HGA16 cells. hit rate 1.5% among 360,000. inhibition, % at 3 µM. Trace amine-associated receptor 1 (Homo sapiens), Q96RJ0. antagonist;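 active means inhibition above a per-plate cutoff, the mean inhibition of test compounds on that plate plus 3 SD, cut at about 49% in these data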;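 further: 0% = DMSO plus EC80 beta-PEA response and 100% = DMSO alone without agonist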
#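 Material: RD-HGA16 CHO cells with stable hTAAR1 and Gα16; Dosing: single nominal final test compound concentration of 3 µM; Schedule: seeding 17-24 h prior, 75-min 37 °C, 30-min RT dye loading; Detection: kinetic Fluo-8 calcium fluorescence measurement; Measure: % inhibition from peak post-agonist over basal fluorescence ratio; Benchmarks: vehicle and agonist controls.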
# CHO parental Ca: ATP-evoked calcium signal inhibitors, parental CHO, primary screen, counter-screen for OX1R antagonist project, cell-based, fluorescence, Fluo-8 calcium dye | parental CHO-K1, ATP-induced calcium, Fluo-8 fluorescence | hit rate 0.63% among 330,000 | AID 463079, 2010 | inhibition, % at 5.6 µM;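 active means inhibition above that plate's mean sample inhibition plus 3 SD, cut at about 26% in these data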;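 further: 0% = ATP-challenged DMSO wells and 100% = DMSO wells without ATP; some compounds past the cut are filed as inactive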
#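 material = parental CHO cells | also added = ATP as calcium-mobilizing challenge | dosing = single point at 5.6 µM | detection = intracellular calcium via Fluo-8 no-wash fluorescent dye | read-out = % inhibition | benchmarks = low control ATP plus DMSO, high control DMSO only | repeats = one well per compound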
# M1 ag: human M1 muscarinic receptor agonists, primary screen, Fluo-8 calcium fluorescence, CHO-K1 cells, HTS; CHO-K1 hM1, agonist mode; 0% DMSO, 100% acetylcholine EC100; activation, % at 3 µM; hit rate 0.33% among 360,000;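 active means activation above the run's mean compound activation plus 3 SD, cut at about 16% in these data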;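 further: peak over basal fluorescence ratio within a 140 s kinetic read after compound addition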
# The depositor's hits bear a star; x = no result given.
SMILES,CHO-K1 Ca antag,M1 PAM parental,M1 antag,TAAR1 ag,CHO-K1 Ca ag,OXTR potentiate,TAAR1 antagonist,CHO parental Ca,M1 ag
O=C(NCCCN1CCCC1=O)c1ccc(NS(=O)(=O)c2ccc(F)cc2)cc1,-4,-7,-1,1,0.5,0,-9,-7,-3
NC(=O)C1CCN(C(=O)CNC(=O)c2ccc(F)cc2)CC1,-5,9,2,0,0.5,-7,-9,1,-2
Cn1c(=O)c2cc(NC(=S)NCc3ccccc3F)ccc2n1Cc1ccccc1,-1,6,-3,6,3.2,x,-7,x,-2
CN(C)Cc1c(-c2ccc(Cl)cc2)nc2ccccn12,-14,13,-10,8,0.7,0,5,-25,-6
CC(C)c1ccccc1-n1c(SCC(=O)c2ccc3c(c2)NC(=O)CO3)nc2ccccc2c1=O,-17,12,-4,4,0.8,-14,-29,-22,1
Cc1cccc(C)c1NC(=O)NC1(C(=O)NCc2ccncc2)CCCCC1,-2,14,-13,-2,0.3,2,-1,-2,-1
O=c1nc2n(c3ncccc13)CCC2,-24,20,-8,7,0.5,2,15,-2,0
CCN(CC)C(=O)Cn1cc(S(=O)(=O)CC(=O)NCc2ccc3c(c2)OCO3)c2ccccc21,-5,13,-8,-2,0.3,-3,-17,-9,-4
O=C(COc1ccc2ccccc2c1)N/N=C/C1CC=CCC1 (stereo not given),-3,-3,2,0,0.2,-8,-14,-9,-4
Cc1sc(NC(=O)c2ccco2)c(C(c2ccccc2)N2CCC(C)CC2)c1C (stereo not given),-6,23,-7,2,7.0,1,-41,18,-2
Cc1ccc(-c2nnc(N3CCOCC3)c3ccccc23)cc1S(=O)(=O)NCc1cccnc1,-22,20,-5,8,2.5,-28,22,1,-5
CCc1ccccc1NC(=O)COC(=O)c1c(C)nsc1NC,-4,-8,7,2,8.5,-15,15,13,4
O=C(CNC(=O)c1ccc2ccccc2c1)NCc1ccccc1F,22,-14,4,3,2.3,0,-6,-4,-1
COc1ccc(NS(=O)(=O)c2ccc(-n3cnnn3)cc2)cc1OC,10,-1,-8,3,7.5,-9,4,11,6
NNC(=O)c1cc(-c2ccco2)[nH]n1,-9,18,-8,4,0.4,-8,-2,-4,-7
Cc1c(C(=O)Nc2ccc(S(=O)(=O)N3CCOCC3)cc2)cccc1[N+](=O)[O-],1,-8,7,6,1.2,-14,11,-20,-5
O=C(O)CSc1nnc(-c2ccc(Cl)cc2Cl)n1-c1ccc(Br)cc1,-4,18,-12,0,0.9,-15,4,-2,-6
CCC(=O)Nc1ccc(/C(C)=N\NS(=O)(=O)c2ccc(C)cc2)cc1,-7,16,-2,4,0.1,-20,13,-15,-1
CN(Cc1ccc(F)cc1)C(=O)CNC(=O)C1CCCCC1,-12,14,-3,0,1.2,-4,1,-4,-3
C/C(=N\NC(=O)Cc1ccc(F)cc1)c1ccc(O)cc1,-2,15,6,1,0.6,-6,-3,-2,-7
Nc1ccc(C23CC4CC(CC(C4)C2)C3)cc1,0,-14,10,4,0.1,-3,-31,-5,0
Cc1c(C#N)c(N)nc2c3c(sc12)NC(=O)CC3c1ccccc1 (stereo not given),-10,-3,-5,0,0.7,-5,16,-11,-8
Nc1c(N(CCO)C(=O)/C=C/c2ccco2)c(=O)[nH]c(=O)n1Cc1ccccc1,-12,20,-13,3,0.3,-5,13,-16,-3
Cc1ccc(C(C)NC(=O)Cn2nc(C)c([N+](=O)[O-])c2C)cc1 (stereo not given),-2,15,0,13,1.6,1,-12,-10,-5
C=CCN(c1ccccc1)S(=O)(=O)c1cccc(C(=O)NCC(c2ccc(OC)cc2)N2CCCCC2)c1 (stereo not given),-22,2,3,0,-0.1,x,-18,x,-7
Cc1ccc(S(=O)(=O)N2CCOCC2)cc1C(=O)Nc1ccc(C(N)=O)cc1,-1,11,-12,5,0.0,1,-6,-3,-1
CCCCOC(=O)/C=C\C(=O)NC(N)=O,-10,19,-17,0,1.4,-14,3,7,-2
COc1ccc(/C=C/C2=Nc3ccccc3NC(C)(C)C2)cc1OC,-7,5,-5,9,1.3,-2,-14,-7,-2
Nc1nc(-c2ccccc2)c(N=Nc2cccc3ccccc23)s1,-8,27,-7,2,-0.2,-7,-8,-7,-10
C/C(=C\C(=S)Nc1ccccc1)Nc1ccc2ccccc2c1,1,9,0,2,0.5,-7,-16,-18,-8
COC(=O)c1nc(NC(=O)c2ccc(C(C)(C)C)cc2)n[nH]1,2,-10,15,2,-0.8,x,3,x,-3
Cc1ccc(S(=O)(=O)Nc2cc(=O)[nH]c(SCC(=O)Nc3ccccc3Cl)n2)cc1,4,-10,13,4,5.5,x,36,x,-2
CCOc1ccccc1C(=O)N1CCOCC1,7,-7,-9,14,0.1,-10,6,-8,-1
O=C1NC[C@H](Cc2ccc(O)cc2)N(C[C@@H]2CCCN2C[C@H](Cc2ccccc2)N2C[C@H](Cc3ccccc3)N(CC3CCCCCC3)C(=O)C2=O)C1=O,-8,11,x,2,0.4,x,0,x,x
C=CCN=C1S/C(=C/c2ccc([N+](=O)[O-])cc2)C(=O)N1CC=C,2,8,-8,-3,0.2,-5,7,-2,-4
Cn1c(Nc2cccc(Cl)c2)nc2ccccc21,-4,11,-14,10,3.8,-6,18,-5,-4
O=C(NC1CCCC1)c1cc(-c2ccccc2O)on1,2,-22,4,6,0.3,-9,18,-3,-7
CCOn1c(=O)c(-c2cccs2)[n+]([O-])c2ccccc21,-6,19,7,4,0.3,-3,19,-3,-5
Cc1cccc(C(=O)N/N=C/c2cc(Br)c(Br)o2)c1,4,11,1,12,3.1,-8,2,-8,-3
CSc1nnnn1CCn1nnnc1SC,36*,-10,-1,2,-0.5,-10,-8,-4,-3

# Pulled by structure from the entries so far:
SMILES,CHO-K1 Ca antag,M1 PAM parental,M1 antag,TAAR1 ag,CHO-K1 Ca ag,OXTR potentiate,TAAR1 antagonist,CHO parental Ca,M1 ag
Cc1cccc(C(=O)N/N=C/c2cc(Br)c(Br)o2)c1,4,11,1,12,3.1,-8,2,-8,-3
C/C(=C\C(=S)Nc1ccccc1)Nc1ccc2ccccc2c1,1,9,0,2,0.5,-7,-16,-18,-8

# More entries
SMILES,CHO-K1 Ca antag,M1 PAM parental,M1 antag,TAAR1 ag,CHO-K1 Ca ag,OXTR potentiate,TAAR1 antagonist,CHO parental Ca,M1 ag
CCC(C)NC(=O)CC(NS(=O)(=O)c1ccc(NC(C)=O)cc1)C(C)C (stereo not given),3,-7,13,1,-0.1,3,-15,-13,-2
O=C(NCCCNC(=O)c1ccc(F)cc1)c1ccc(F)cc1,6,-21,-10,-2,0.6,-5,-13,-6,-4
CC(C)n1c(=O)c2ccccc2n1Cc1cn(C2CCCC2)nn1,-8,0,-23,4,0.2,x,-12,x,-4
CCN1C(=NCc2ccccc2)N[C@@H](c2ccccc2)[C@H](C(=O)OC)[C@H]1C,-2,-10,5,4,-0.1,2,11,-6,-5
Cc1ccc(Nc2nc(C)cc(C)c2C(N)=O)cc1,-12,27,-16,1,0.5,-3,7,4,-5
CC(C)N(C(C)C)S(=O)(=O)c1ccc(Cl)nc1,-13,3,-5,-1,0.8,2,-29,0,-5
Nc1ncnc2c1ncn2[C@@H]1O[C@H](C(=O)N2CCCN(Cc3ccccc3F)CC2)[C@@H](O)[C@H]1O,-14,8,-22,1,1.2,x,-16,x,-2
COc1ccc(NCC(=O)Nc2ccccc2C#N)cc1Cl,5,-1,-3,8,0.2,0,13,-3,-4
CCOC(=O)N/N=C/c1c(C)nn(-c2ccccc2Cl)c1Cl,-5,11,-5,-1,0.1,-4,2,-11,-7
Cc1nc(Cc2nnc(SCC(=O)N3CCN(c4ccc(F)cc4)CC3)o2)cs1,-19,25,-6,1,1.2,-5,-3,-17,-2
CCN(CC)C(=O)COc1coc(CN2CCN(c3cccc(Cl)c3)CC2)cc1=O,-13,20,-1,3,3.1,-5,-41,-7,-2
O=C(NCc1ccc(F)cc1)C1CCCN(S(=O)(=O)c2cccc3nsnc23)C1 (stereo not given),-5,-10,5,9,0.0,-10,8,6,-8
CCCCCCCCC1CC(C(=O)Nc2ccccc2)C(=O)O1 (stereo not given),2,1,18,5,1.4,6,-32,-12,-3
COC(=O)c1ccccc1NC(=O)CSc1n[nH]c(CC(C)C)n1,2,-5,-19,6,0.1,-17,0,-18,-3
CC(C)n1nc(C(=O)NNC(=O)c2ccncc2)c2ccccc2c1=O,6,-6,-12,-1,2.2,1,-1,-23,2
O=[N+]([O-])c1ccc(C[n+]2cc(-c3ccc(Cl)c(Cl)c3)n3c2CCCCC3)cc1,-3,7,7,2,-0.3,-4,-12,-10,-9
O=C(NCCc1ccccc1)/C(=C/c1ccco1)c1ccccc1,1,4,-3,5,0.6,-6,22,-23,-5
C[C@@]12C(=O)N(c3ccc(Br)cc3)C(=O)N1[C@@H]1c3ccccc3OC[C@@H]1[C@H]2c1ccccc1,-16,1,10,8,0.2,-2,31,-19,-5
CCC(Oc1cc(Cl)ccc1Cl)C(=O)NN1C(=O)C2C3CCC(C3=C(C)C)C2C1=O (stereo not given),-11,17,-3,-1,0.3,-9,-8,-10,-3
O=C(CCN1C(=O)c2ccc([N+](=O)[O-])cc2C1=O)Nc1ccc(O)cc1C(=O)O,-18,15,9,14,-0.2,-25,1,-6,0
CCN(CC(=O)Nc1cc(Cl)ccc1C)C(=O)c1ccc2c(=O)n3c(nc2c1)CCC3,-14,8,-17,0,0.7,-5,-5,-18,-1
O=C1c2cc(F)ccc2OC2(CCNCC2)C12CC(c1ccccc1)=NO2 (stereo not given),12,-16,11,21,3.3,-17,29,13,8
O=C(NC1CCCCC1)C(c1ccncc1)N(Cc1ccccc1)C(=O)c1ccc(-c2ccccc2)[nH]1 (stereo not given),1,13,-3,17,0.5,-8,-4,-39,-6
O=S(=O)(Nc1ccncc1)c1cc(Cl)ccc1Cl,-3,8,-6,0,-0.1,-5,-5,-1,-2

# Screening results from PubChem.
